Assay outcomes as filed in PubChem BioAssay.
IDH1 mut inh – inhibitors of IDH1 R132H reductase, primary screen, biochemical, plate reader, single point. 70,000 compounds, 0.18% hits. inhibition, % at 10 µM. Isocitrate dehydrogenase [NADP] cytoplasmic (Homo sapiens), O75874. diaphorase/resazurin fluorescence, 60 min; in the data active = inhibition above about 34%;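 also: 0% = DMSO and 100% = no enzyme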
EZH2 inh – EZH2/PRC2 methyltransferase inhibitors, primary screen, biochemical, DELFIA time-resolved fluorescence, single point | inhibition, % at 12.5 µM | AID 651548, 2012 | PRC2 H3K27 methylation, DELFIA TRF, 1 h | 57,000 compounds, 0.35% hits | Histone-lysine N-methyltransferase EZH2 (Homo sapiens), Q15910;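 active = mean inhibition of replicates at least 50% and every single replicate also reaching 50%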;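 also: dimethyl H3K27 on biotinylated H3 21-44 peptide detected by antibody; plate controls were median neutral control wells for no effect and median positive control wells for full effect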
Target sequence (Q15910 whole entry, looked up): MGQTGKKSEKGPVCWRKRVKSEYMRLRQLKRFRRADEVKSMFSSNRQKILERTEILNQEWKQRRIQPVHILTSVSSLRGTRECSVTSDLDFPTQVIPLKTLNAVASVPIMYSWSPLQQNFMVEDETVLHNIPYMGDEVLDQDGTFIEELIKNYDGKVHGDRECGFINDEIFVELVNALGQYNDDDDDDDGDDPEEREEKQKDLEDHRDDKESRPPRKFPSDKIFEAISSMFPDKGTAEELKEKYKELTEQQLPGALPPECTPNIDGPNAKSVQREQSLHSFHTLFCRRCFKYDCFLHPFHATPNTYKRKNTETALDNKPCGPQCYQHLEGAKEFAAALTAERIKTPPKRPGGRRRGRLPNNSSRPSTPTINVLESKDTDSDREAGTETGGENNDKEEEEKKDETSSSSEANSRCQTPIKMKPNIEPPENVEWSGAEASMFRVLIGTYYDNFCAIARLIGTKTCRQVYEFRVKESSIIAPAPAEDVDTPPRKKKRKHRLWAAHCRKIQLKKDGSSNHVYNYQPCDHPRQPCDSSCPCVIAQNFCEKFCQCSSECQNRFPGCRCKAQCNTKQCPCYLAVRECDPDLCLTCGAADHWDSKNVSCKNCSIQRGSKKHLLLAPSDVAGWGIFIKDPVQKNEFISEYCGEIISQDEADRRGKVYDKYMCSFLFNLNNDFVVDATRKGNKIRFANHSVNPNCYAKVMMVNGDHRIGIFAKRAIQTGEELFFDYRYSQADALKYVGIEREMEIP
* hit, by the source's call; & = joins results of further samples. An excerpt. The share of hits here may be higher or lower than overall.

C[C@H]1CN([C@@H](C)CO)C(=O)c2cc(NC(=O)Cn3cnnn3)ccc2O[C@H]1CN(C)Cc1ccc(-c2ccccc2)cc1 was read as IDH1 mut inh -0.1 and EZH2 inh -5.
`Cn1c(SCC(=O)Nc2ccc(F)c(F)c2)nnc1-c1ccccn1` gave IDH1 mut inh -0.3 and EZH2 inh 2.
O=C(Cc1ccncc1)Nc1ccc2c(c1)[C@H]1C[C@@H](CC(=O)NC3CCCCC3)O[C@H](CO)[C@H]1O2 was read as IDH1 mut inh 3.7 and EZH2 inh 1.
Screening CCCN(C)C[C@@H]1Oc2cc(C#Cc3cccc(F)c3)ccc2S(=O)(=O)N([C@@H](C)CO)C[C@@H]1C returned IDH1 mut inh 0.6 and EZH2 inh -11.
C[C@@H]1CN([C@H](C)CO)C(=O)c2cc(NC(=O)Nc3ccc(C(F)(F)F)cc3)ccc2O[C@@H]1CN(C)Cc1ccc(C(F)(F)F)cc1 was read as IDH1 mut inh 0.2.
Screening CO[C@H]1CN(C)C(=O)c2cc(NC(=O)c3ccccc3)ccc2OC[C@@H](C)N(C(C)=O)C[C@@H]1C returned IDH1 mut inh 87* and EZH2 inh -9.
C[C@H](CO)N1C[C@H](C)[C@@H](CN(C)S(=O)(=O)c2ccccc2F)Oc2ncc(C#Cc3ccccc3F)cc2C1=O was read as IDH1 mut inh -0.3.
C[C@H](CO)N1C[C@H](C)[C@@H](CN(C)C(=O)Nc2cccc3ccccc23)Oc2ccc(NC(=O)C3CCCCC3)cc2C1=O was read as EZH2 inh 4.
For O=C(C[C@H]1C=C[C@@H](NS(=O)(=O)c2cccc(F)c2)[C@H](CO)O1)N1CCCCC1 the results were IDH1 mut inh 0.4 and EZH2 inh 18.
Screening C/C=C/c1cnc2c(c1)C(=O)N([C@@H](C)CO)C[C@@H](C)[C@@H](CN(C)C(=O)Nc1ccc(OC)cc1)O2 returned IDH1 mut inh 0.0 and EZH2 inh -21.
Screening C[C@H](CO)N1C[C@H](C)[C@@H](CN(C)C(=O)Cc2ccccn2)Oc2cc(C#C[C@@H](C)O)ccc2S1(=O)=O returned IDH1 mut inh -1.7 and EZH2 inh -5.
`CCCNC(=O)N(C)C[C@H]1Oc2ncc(C#C[C@H](C)O)cc2C(=O)N([C@@H](C)CO)C[C@@H]1C` gave EZH2 inh -26.
Cc1ccc(S(=O)(=O)N(C)Cc2nc(-c3ccncc3)no2)cc1 was read as IDH1 mut inh -0.3 and EZH2 inh 2.
For C[C@@H]1CN([C@@H](C)CO)C(=O)Cc2cc(NC(=O)C3CCCCC3)ccc2O[C@H]1CN(C)S(=O)(=O)c1cn(C)cn1 the results were IDH1 mut inh -1.2.
O=C(C1CCCO1)N1N=C(c2c(-c3ccccc3)c3cc(Cl)ccc3[nH]c2=O)CC1c1ccco1 (stereo not given) was read as IDH1 mut inh 4.7 and EZH2 inh -11.
Screening Cc1noc(C)c1S(=O)(=O)N(C)C[C@H]1Oc2ccc(NC(=O)C3CCCCC3)cc2CC(=O)N([C@@H](C)CO)C[C@H]1C returned IDH1 mut inh -0.1.
`CO[C@H](CN(C)S(=O)(=O)c1ccc(C)cc1)[C@H](C)CN([C@H](C)CO)S(=O)(=O)c1cccc(Cl)c1` gave IDH1 mut inh -0.7 and EZH2 inh 0.
Screening COc1ccc(NC(=O)Nc2cccc3c2O[C@H](CN(C)S(=O)(=O)c2ccc(OC)cc2)[C@H](C)CN([C@H](C)CO)C3=O)cc1 returned IDH1 mut inh 1.3.
For CCC(=O)N(C)C[C@H]1Oc2cc(-c3ccncc3)ccc2S(=O)(=O)N([C@@H](C)CO)C[C@H]1C the results were IDH1 mut inh 3.2 and EZH2 inh -5.
Screening CCc1ccc(-n2cc3c(c(C#N)c2=N)CC(C)(C)CC3=O)cc1 returned IDH1 mut inh 0.1 and EZH2 inh -16.
For COC(=O)c1c(C)n(CCNc2ccc([N+](=O)[O-])cc2)c2ccc(O)cc12 the results were IDH1 mut inh 6.4 and EZH2 inh 7.
`CO[C@@H]1CN(C)C(=O)c2ccc(NC(=O)Nc3cccc(F)c3)cc2OC[C@H](C)NC[C@H]1C` gave IDH1 mut inh 0.2 and EZH2 inh -9.
`CO[C@@H]1CN(C)C(=O)c2ccc(NC(=O)Nc3cc(F)ccc3F)cc2OC[C@@H](C)N(C(=O)c2ccccn2)C[C@@H]1C` gave IDH1 mut inh -0.3 and EZH2 inh -14.
Screening CC(=O)N(C)C[C@@H]1Oc2cc(C#Cc3ccncc3)ccc2S(=O)(=O)N([C@H](C)CO)C[C@@H]1C returned IDH1 mut inh 13 and EZH2 inh -5.
Screening CCCC#Cc1ccc2c(c1)O[C@H](CN(C)C(=O)CC)[C@@H](C)CN([C@H](C)CO)S2(=O)=O returned IDH1 mut inh -0.2.
Screening COc1ccc(NC(=O)N[C@H]2CC[C@@H](CCNC(=O)Nc3cc(F)ccc3F)O[C@H]2CO)cc1 returned IDH1 mut inh 0.1 and EZH2 inh -2.
Screening CC(C)NC(=O)N[C@H]1C=C[C@@H](CC(=O)NC2Cc3ccccc3C2)O[C@H]1CO returned IDH1 mut inh 0.1 and EZH2 inh 10.
For C[C@@H]1CN([C@@H](C)CO)S(=O)(=O)c2ccc(-c3ccc(F)cc3)cc2O[C@@H]1CN(C)C(=O)c1ccccc1F the results were EZH2 inh -14.
Screening CC(C)CC#Cc1cnc2c(c1)C(=O)N([C@@H](C)CO)C[C@@H](C)[C@@H](CN(C)C(=O)Cc1cccnc1)O2 returned IDH1 mut inh -1.6 and EZH2 inh 2.
For CC(=O)Nc1cccc(-c2nnc(SCC(=O)Nc3cccc(Cl)c3)n2C)c1 the results were IDH1 mut inh 0.2 and EZH2 inh -15.
Cc1ccc(OCC(=O)Nc2ccc3c(c2)oc2ccccc23)cc1[N+](=O)[O-] was read as IDH1 mut inh 0.3 and EZH2 inh -2.
For C[C@H](CO)N1C[C@H](C)[C@H](CN(C)S(=O)(=O)c2ccccc2C#N)OCc2ccccc2-c2c(n(C)c3ccccc23)C1=O the results were EZH2 inh -22.
Screening Cc1noc(C)c1NC(=O)Nc1ccc2c(c1)C(=O)N([C@H](C)CO)C[C@H](C)[C@H](CN(C)Cc1ccc(C(F)(F)F)cc1)OCCCC[C@H](C)O2 returned IDH1 mut inh 1.3.
For OCC1OC(n2cnc3c(NC4CCCC4)ncnc32)C(O)C1O (stereo not given) the results were IDH1 mut inh 1.0.
`CN(C)C(=O)C[C@@H]1C[C@@H]2c3cc(NC(=O)c4ccc5c(c4)OCO5)ccc3O[C@@H]2[C@H](CO)O1` gave IDH1 mut inh -0.9 and EZH2 inh -30.
For CCCNC(=O)N[C@@H]1CC[C@H](CCn2cc(-c3cccc(F)c3)nn2)O[C@@H]1CO the results were IDH1 mut inh -0.1 and EZH2 inh 13.
C[C@@H]1CN([C@H](C)CO)C(=O)c2cc(NC(=O)Cc3ccccc3)ccc2O[C@@H]1CN(C)S(=O)(=O)c1cn(C)cn1 was read as IDH1 mut inh -4.5.
For COc1cccc(-c2cnc3c(c2)C(=O)N([C@H](C)CO)C[C@H](C)[C@H](CN(C)C(=O)CN(C)C)O3)c1 the results were IDH1 mut inh -0.1 and EZH2 inh 0.
Screening C[C@@H]1CCCCO[C@H](CN(C)C(=O)C2CCCCC2)[C@H](C)CN([C@@H](C)CO)C(=O)c2cc(NS(C)(=O)=O)ccc2O1 returned IDH1 mut inh -0.7 and EZH2 inh -1.
C[C@H](CO)N1C[C@H](C)[C@@H](CN(C)C(=O)c2ccncc2)Oc2cc(C#CC3CC3)ccc2S1(=O)=O was read as IDH1 mut inh 0.0 and EZH2 inh 9.

Six entries picked at random from the list so far:
O=C(C1CCCO1)N1N=C(c2c(-c3ccccc3)c3cc(Cl)ccc3[nH]c2=O)CC1c1ccco1 (stereo not given) was read as IDH1 mut inh 4.7 and EZH2 inh -11.
Screening CCCC#Cc1ccc2c(c1)O[C@H](CN(C)C(=O)CC)[C@@H](C)CN([C@H](C)CO)S2(=O)=O returned IDH1 mut inh -0.2.
C[C@H]1CN([C@@H](C)CO)C(=O)c2cc(NC(=O)Cn3cnnn3)ccc2O[C@H]1CN(C)Cc1ccc(-c2ccccc2)cc1 was read as IDH1 mut inh -0.1 and EZH2 inh -5.
C[C@@H]1CN([C@H](C)CO)C(=O)c2cc(NC(=O)Cc3ccccc3)ccc2O[C@@H]1CN(C)S(=O)(=O)c1cn(C)cn1 was read as IDH1 mut inh -4.5.
For C[C@H](CO)N1C[C@H](C)[C@H](CN(C)S(=O)(=O)c2ccccc2C#N)OCc2ccccc2-c2c(n(C)c3ccccc23)C1=O the results were EZH2 inh -22.
Screening C[C@H](CO)N1C[C@H](C)[C@@H](CN(C)C(=O)Cc2ccccn2)Oc2cc(C#C[C@@H](C)O)ccc2S1(=O)=O returned IDH1 mut inh -1.7 and EZH2 inh -5.

Continuation:
Screening CO[C@@H](CN(C)S(=O)(=O)c1ccc(C)cc1)[C@H](C)CN([C@@H](C)CO)S(=O)(=O)c1cccc(Cl)c1 returned IDH1 mut inh -0.8 and EZH2 inh 3.
C[C@H](CO)N1C[C@H](C)[C@H](CN(C)Cc2ccc(Cl)c(Cl)c2)Oc2ccc(NC(=O)c3ccncc3)cc2CC1=O was read as IDH1 mut inh 0.0 and EZH2 inh 8.
Screening C[C@@H]1CN([C@H](C)CO)C(=O)c2cc(C#C[C@@H](C)O)cnc2O[C@@H]1CN(C)C(=O)CC1CC1 returned IDH1 mut inh -6.2 and EZH2 inh -10.
C[C@@H]1CN([C@@H](C)CO)C(=O)c2cc(C#CC(C)(C)O)cnc2O[C@H]1CN(C)Cc1cccc(F)c1 was read as IDH1 mut inh 0.7 and EZH2 inh -5.
CO[C@@H]1CN(C)C(=O)c2ccc(NC(=O)Nc3ccccc3)cc2OC[C@H](C)N(C(=O)CN(C)C)C[C@H]1C was read as IDH1 mut inh 0.3 and EZH2 inh 2.
Screening C[C@@H]1CCCCO[C@@H](CN(C)C(=O)Nc2ccccc2)[C@H](C)CN([C@H](C)CO)C(=O)c2cc(NC(=O)Nc3ccccc3)ccc2O1 returned IDH1 mut inh -0.6.
CC(C)NC(=O)N(C)C[C@@H]1Oc2ccc(NC(=O)c3ccncc3)cc2C(=O)N([C@@H](C)CO)C[C@@H]1C was read as EZH2 inh 6.
For COc1ccc(S(=O)(=O)N(C)C[C@H]2Oc3ccc(NS(=O)(=O)c4ccccc4)cc3CC(=O)N([C@@H](C)CO)C[C@H]2C)cc1 the results were IDH1 mut inh 1.1.
`CCNC(=O)C[C@@H]1C=C[C@H](NC(=O)C2CCOCC2)[C@H](CO)O1` gave IDH1 mut inh 0.2 and EZH2 inh 24.
C[C@@H]1CN([C@H](C)CO)C(=O)CCCn2cc(nn2)CO[C@@H]1CN(C)C(=O)Nc1ccc(C(F)(F)F)cc1 was read as EZH2 inh 5.
Screening C[C@H](CO)N1C[C@H](C)[C@H](CN(C)C(=O)C2CCC2)Oc2ncc(/C=C/c3ccccc3)cc2C1=O returned IDH1 mut inh 0.2.
Screening Cc1cccc(C)c1NC(=O)CN(c1cccc(F)c1)S(C)(=O)=O returned IDH1 mut inh -0.1 and EZH2 inh -5.
`CCCC#Cc1cnc2c(c1)C(=O)N([C@@H](C)CO)C[C@@H](C)[C@@H](CN(C)S(=O)(=O)c1cccc(OC)c1)O2` gave EZH2 inh -9.
For Cc1noc(C)c1NC(=O)N(C)C[C@H]1Oc2ccc(NC(=O)c3ccncc3)cc2CC(=O)N([C@@H](C)CO)C[C@H]1C the results were IDH1 mut inh 2.2.
Screening COCC#Cc1cnc2c(c1)C(=O)N([C@@H](C)CO)C[C@H](C)[C@H](CN(C)C(=O)c1ccc3c(c1)OCO3)O2 returned IDH1 mut inh 0.6 and EZH2 inh -5&-9.
COc1ccccc1CN1C(=O)c2ccccc2[C@](Cc2ccccc2I)(C(=O)NCc2ccccc2)[C@@H]1c1ccc(CO)cc1 was read as EZH2 inh -3.
CNC[C@@H]1Oc2ccc(NS(C)(=O)=O)cc2C(=O)N([C@@H](C)CO)C[C@@H]1C was read as EZH2 inh 0.
For C[C@@H]1CN([C@H](C)CO)C(=O)Cc2cc(NC(=O)Nc3ccc(F)cc3)ccc2O[C@@H]1CN(C)Cc1ccc(C(F)(F)F)cc1 the results were IDH1 mut inh 1.9.
Screening CO[C@@H]1CN(C)C(=O)c2cc(NC(=O)C3CCCC3)ccc2OC[C@@H](C)N(C(C)=O)C[C@@H]1C returned EZH2 inh -2.
`CC(=O)Oc1ccccc1C(=O)OCO/N=[N+](\[O-])N1CCCC1` gave EZH2 inh -4.
For C[C@H](CO)N1C[C@H](C)[C@@H](CN(C)Cc2ccc(Cl)c(Cl)c2)Oc2c(NC(=O)CCCCCC(=O)Nc3ccccc3N)cccc2C1=O the results were EZH2 inh -29.
CC(C)NC(=O)N(C)C[C@@H]1Oc2ccc(NC(=O)Cc3ccccc3)cc2CC(=O)N([C@H](C)CO)C[C@@H]1C was read as IDH1 mut inh 0.5.
Screening O=C(O)CNS(=O)(=O)c1cccc2nsnc12 returned IDH1 mut inh 0.5 and EZH2 inh 2.
O=C(C[C@@H]1C=C[C@H](NC(=O)c2ccncc2)[C@H](CO)O1)Nc1ccc(-c2ccccc2)cc1 was read as IDH1 mut inh -0.5 and EZH2 inh 1.
`O=C(C[C@H]1CC[C@H](NC(=O)c2ccc(F)cc2)[C@@H](CO)O1)NCCc1ccccc1` gave IDH1 mut inh 0.3 and EZH2 inh -10.
`CCCC#Cc1ccc2c(c1)O[C@@H](CN(C)C(=O)c1ccccc1)[C@H](C)CN([C@@H](C)CO)S2(=O)=O` gave IDH1 mut inh 0.5.
For COc1ccc(S(=O)(=O)N(C)C[C@H]2OCCCC[C@H](C)Oc3ccc(NC(=O)Nc4ccc(C(F)(F)F)cc4)cc3C(=O)N([C@H](C)CO)C[C@H]2C)cc1 the results were IDH1 mut inh 2.6.
